# CHO-K1 Ca ag – counter-screen for M1 agonists: effect in parental CHO-K1 cells; Fluo-8 calcium fluorescence; scaled to maximal ATP response, vehicle zero; activation, % at 3 µM; 360,000 tested, 0.48% active; AID 602248; in the data active = activation above about 15%;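 also: untransfected CHO-K1 host cells lacking M1 receptor as counterscreen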
# M1 ag – human M1 muscarinic receptor agonism. activation, % at 3 µM. P11229. CHO-K1 hM1, Fluo-8 calcium fluorescence, agonist mode; 0% DMSO, 100% acetylcholine EC100. 360,000 tested, 0.33% active;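 active = activation above the run's mean compound activation plus 3 SD, cut at about 16% in these data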;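 also: peak over basal fluorescence ratio within a 140 s kinetic read after compound addition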
# Target sequence (P11229 whole entry, looked up): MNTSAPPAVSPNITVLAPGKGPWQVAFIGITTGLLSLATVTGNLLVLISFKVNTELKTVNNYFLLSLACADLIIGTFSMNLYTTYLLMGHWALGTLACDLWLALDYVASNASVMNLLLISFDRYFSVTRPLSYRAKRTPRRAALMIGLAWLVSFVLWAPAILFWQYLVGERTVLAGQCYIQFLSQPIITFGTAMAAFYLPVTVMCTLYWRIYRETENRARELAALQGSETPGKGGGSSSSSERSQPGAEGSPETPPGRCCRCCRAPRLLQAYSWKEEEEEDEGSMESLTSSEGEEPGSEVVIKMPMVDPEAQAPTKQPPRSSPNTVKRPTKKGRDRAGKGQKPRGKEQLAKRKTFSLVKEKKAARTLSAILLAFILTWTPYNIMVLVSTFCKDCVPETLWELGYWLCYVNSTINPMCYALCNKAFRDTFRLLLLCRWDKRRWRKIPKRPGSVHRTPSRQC
# CHO parental Ca – counter-screen for OX1R antagonists: effect in parental CHO cells. parental CHO-K1, ATP-induced calcium, Fluo-8 fluorescence. inhibition, % at 5.6 µM. 330,000 tested, 0.63% active. AID 463079;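 active = inhibition above that plate's mean sample inhibition plus 3 SD, cut at about 26% in these data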;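 also: 0% = ATP-challenged DMSO wells and 100% = DMSO wells without ATP; some compounds past the cut are filed as inactive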
#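 Material: parental CHO cells / Compound: single nominal dose of 5.6 µM per compound / Signal: Fluo-8 fluorescence / Replicates: singlicate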
# TAAR1 antag – antagonists of human TAAR1; Q96RJ0; inhibition, % at 3 µM; CHO RD-HGA16 TAAR1, Fluo-8 calcium fluorescence, antagonist; AID 624466; 360,000 tested, 1.5% active;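 active = inhibition above a per-plate cutoff, the mean inhibition of test compounds on that plate plus 3 SD, cut at about 49% in these data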;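 also: 0% = DMSO plus EC80 beta-PEA response and 100% = DMSO alone without agonist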
# Target sequence (Q96RJ0 whole entry, looked up): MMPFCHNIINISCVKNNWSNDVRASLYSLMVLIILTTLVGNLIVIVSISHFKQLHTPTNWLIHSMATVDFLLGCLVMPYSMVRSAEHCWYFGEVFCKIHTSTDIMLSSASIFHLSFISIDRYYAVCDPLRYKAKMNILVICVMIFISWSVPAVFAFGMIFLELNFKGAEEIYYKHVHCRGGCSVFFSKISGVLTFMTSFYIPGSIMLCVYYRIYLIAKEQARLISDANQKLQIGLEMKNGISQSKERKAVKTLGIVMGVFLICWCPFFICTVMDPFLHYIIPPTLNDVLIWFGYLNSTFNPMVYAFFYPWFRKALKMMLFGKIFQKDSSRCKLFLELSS
#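 Test system: hTAAR1-expressing CHO RD-HGA16 cells, Gα16-coupled; Probe or stimulus: EC80 β-phenethylamine stimulus; Compound dosing: single nominal final test compound concentration of 3 µM; Timing: 140 s kinetic read after compound, 140 s after agonist; Signal: Fluo-8 calcium-sensitive fluorescence; Measure: % inhibition of agonist calcium response; Controls: DMSO and EC80 PEA controls.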
# CHO-K1 Ca antag – M1 antagonist counterscreen hit in parental CHO-K1 cells; ATP-induced calcium, Fluo-8 fluorescence; inhibition, % at 3 µM; 360,000 tested, 0.6% active;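 active = inhibition above a per-plate cutoff, the plate's mean sample inhibition plus 3 SD, cut at about 24% in these data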;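 also: 0% = DMSO plus EC80 ATP and 100% = DMSO alone without ATP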
# M1 PAM parental – nonselective activator or artifact in parental CHO-K1 calcium assay | AID 602247 | 360,000 tested, 0.02% active | ATP EC20, Fluo-8 calcium fluorescence; 0% at ATP EC20, 100% at ATP max | activation, % at 3 µM;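 active = activation above the run cutoff, the mean activation of all test compounds plus 3 SD, cut at about 40% in these data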;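 also: peak over basal fluorescence ratio in a 140 s read after ATP addition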
# OXTR potentiate – potentiators of human oxytocin receptor. P30559. CHO-OTR cells, Fluo-8 calcium fluorescence, potentiator mode; 0% = oxytocin EC15, 100% = EC100. activation, % at 3 µM. 320,000 tested, 0.061% active;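 active = activation above that plate's cutoff, the mean activation of tested compounds plus 3 SD, cut at about 6.6% in these data, passing the limit was not always enough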;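 also: 100% uses oxytocin at 75 nM as the full agonist control; some results filed as inactive read as strong as hits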
#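 test system = CHO-OTR cells, human receptor | compound = single-point 3.0 µM | schedule = 6 min compound pre-incubation at room temperature, 100 s kinetic read | signal = Fluo-8 no-wash calcium dye fluorescence, excitation 470-495 nm, emission 515-575 nm | repeats = single well per compound, singlicate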
# M1 antag – blocks human M1 muscarinic receptor; CHO-K1 hM1, Fluo-8 calcium fluorescence, ACh EC80 antagonist; 360,000 tested, 1.3% active; AID 588852; inhibition, % at 3 µM;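 active = percent inhibition above its own plate's cutoff, namely the mean of that plate's compound wells plus 3 SD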;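 also: peak over basal fluorescence ratio during 140 s after agonist addition; 0% = ACh EC80 plus DMSO and 100% = DMSO alone without agonist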
# TAAR1 ag – agonists of human TAAR1; Q96RJ0; CHO RD-HGA16 TAAR1, Fluo-8 calcium fluorescence; vehicle wells 0%, saturating PEA agonist 100%; activation, % at 3 µM; 360,000 tested, 0.99% active;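 active = activation above the mean activation of all test compounds in the run plus 3 SD, cut at about 38% in these data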
#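 System: CHO-derived RD-HGA16 cells with stable Gα16 and human TAAR1. Times: 17-24 h plating, Fluo-8 75 min 37 °C, 30 min RT. Measured by: calcium-sensitive Fluo-8 signal, excitation 470-495, emission 515-575 nm. Read-out basis: % activation relative to PEA EC100 response. Control set: DMSO and PEA EC100. Repeats: no replicates (n 1).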
# Active calls of the source: *; . = no result given. The list is partial (hit frequency here may not be typical).
# Sequence of screens – CHO-K1 Ca ag	M1 ag	CHO parental Ca	TAAR1 antag	CHO-K1 Ca antag	M1 PAM parental	OXTR potentiate	M1 antag	TAAR1 ag
O=C(CN1CCOCC1)c1ccc2cc[nH]c2c1
 : 0.6	-1	-3	6	-23	27	-5	-18	3
CC12CCCCC1=[N+]([O-])CN2O (stereo not drawn)
 : 0.1	-2	-10	5	-1	11	-2	-11	1
O=C(COc1ccc(Cl)cc1)N1CCN(Cc2ccccc2)CC1
 : 1.9	-3	-1	-7	-22	-1	-7	-11	3
COC(=O)C1=C(c2ccc(OCc3ccccc3)cc2)C[C@@H]2CC[C@H]1N2C(=O)NCc1ccc([N+](=O)[O-])cc1
 : 0.5	-3	10	25	-6	10	-3	-18	3
CC[C@H](C)[C@@H]1NC(=O)CNC(=O)c2csc(n2)[C@H](C(C)(C)O)OC(=O)C(C)(C)[C@H](CCCC(C)(Cl)Cl)OC(=O)c2csc1n2
 : 1.4	-2	.	-17	-28	7	.	-45	-1
CN1C(=O)NC(=O)C(C)(C2=CCCCC2)C1=O (stereo not drawn)
 : 1.0	-6	-21	2	-28	21	-1	-8	0
Nc1cccc(SC2CC(=O)N(c3ccc(Cl)cc3C(=O)c3ccccc3)C2=O)c1 (stereo not drawn)
 : -0.3	-4	.	21	-3	-14	.	31	-1
CN(C)c1ccc(C(=O)c2ccc(N(C)C)cc2)cc1
 : -0.2	-3	-2	1	-12	16	0	5	10
c1ccc(CNC2CN3CCC2CC3)cc1 (stereo not drawn)
 : 0.2	-9	.	-14	-4	5	.	59*	1
O=C(CF)N(O)c1ccc(C=Cc2ccccc2)cc1
 : 0.1	0	.	-9	-1	-6	.	-4	3
CC(=O)c1c(C)n(Cc2ccccc2)c2ccc(O)cc12
 : 9.9	3	6	1	10	2	-18	-9	1
CC12CCC3C(CC=C4CC5(CCC43C)OCCO5)C1CCC2=O (stereo not drawn)
 : 0.7	-4	-10	-23	-16	18	-8	-14	3
CCCCC(=O)C1C(=O)NC(=O)NC1=O
 : 0.5	-3	-3	6	-5	15	4	-3	5
CS(=O)(=O)c1ccc(C2=C(CNC(=O)c3cccnc3)[C@H]3CC[C@@H](C2)N3Cc2ccco2)cc1
 : 0.5	-8	.	-11	-8	6	.	-10	0
Cc1nn(Cc2ccccc2)c(C)c1C(=O)OCC(=O)Nc1ccccc1SCC#N
 : 1.7	-3	2	16	3	-9	1	4	18
FC(F)(F)c1ccccc1N1CC1c1ccncc1 (stereo not drawn)
 : 6.0	-2	-2	-8	-14	10	-16	-9	1
CC(=O)c1cccc(OCC(O)CN2CC=C(c3ccccc3)CC2)c1 (stereo not drawn)
 : 0.2	-7	-22	-6	-5	0	-1	-2	9
Cc1ccccc1-n1c(O)c(/C=N/Nc2nc3c(c(=O)n(C)c(=O)n3C)n2C)c(=O)[nH]c1=S
 : 0.3	-3	-18	-26	-2	4	-8	5	5
Cc1ccc(C2=NC(C)(C)N3C2C3c2ccc([N+](=O)[O-])cc2)cc1 (stereo not drawn)
 : 0.2	-6	6	-13	-3	19	-1	-5	-1
COc1ccc(CCN)cc1OC
 : 0.4	-5	-7	-2	4	-6	3	-4	21
COc1cc(C2SCC(=O)Nc3c2c(=O)[nH]n3C2CCCCCC2)cc(OC)c1OC (stereo not drawn)
 : -0.4	-1	-3	5	8	-5	4	-4	5
C=CCn1c(O)c(/C=N/N2CCOCC2)c(=O)[nH]c1=S
 : 1.1	-5	0	10	-2	17	5	1	3
COC12CCC3(CC1C(C)(O)C(C)(C)C)[C@H]1Cc4ccc(O)c5c4[C@@]3(CCN1CC1CC1)C2O5 (stereo partly drawn)
 : -0.7	-10	-11	-26	-29	18	-3	-7	-2
CC(=O)N(C1=NCCCS1)c1ccccc1F
 : 0.1	-8	-4	12	-7	11	0	-3	15
C=CCC1(Cc2ccsc2)C(=O)NC(=O)NC1=O
 : 1.0	-1	.	-7	-5	10	.	-11	2
Cc1ccc(S(=O)(=O)CC(C)(O)C(=O)Nc2cccc(C(F)(F)F)c2)cc1 (stereo not drawn)
 : 0.0	-3	-38	-20	-1	-11	-4	11	4
c1ccc(N2Cc3ccccc3-n3nncc3C2)nc1
 : 1.0	-8	.	-9	-9	16	.	-10	0
CC(Cc1ccccc1)NC(=O)Cc1ccc([N+](=O)[O-])cc1 (stereo not drawn)
 : 0.1	-3	-9	-17	-4	2	3	-14	5
O=c1[nH]c(O)c(N=Nc2cc([N+](=O)[O-])ccc2O)c(=O)[nH]1
 : 2.8	-2	4	18	-7	1	-7	-6	3
CCCCn1c(O)c(C(CC)=NCCCn2ccnc2)c(=O)[nH]c1=O
 : 0.2	-9	-13	-14	-3	8	-1	-9	0
Cc1c2cnn(CC(=O)N3CCC4(CC3)OCCO4)c(=O)c2c(C)n1Cc1ccc(F)cc1
 : 0.2	2	-4	15	15	-8	-6	3	-3
CCCCn1c(N)c(C(=O)OCCOC)c2nc3ccccc3nc21
 : 0.3	-3	-15	13	6	-10	-1	0	0
CCCNC(=O)N1CCC2(CC1)OCCO2
 : -0.1	-5	0	3	1	7	-3	-2	-2
CNC(=S)N1CCN(CCN=Cc2c(O)n(-c3ccc(C)cc3)c(=S)[nH]c2=O)CC1
 : 0.3	-5	2	8	1	9	-13	-7	0
CCC(C)(O)C(=O)OC1C(=O)OC2CC3C(C)=CC(O)C(O)C3(C)C3C4(O)OCC23C1C(C)C4O (stereo not drawn)
 : 0.9	-2	.	-17	-1	4	.	-7	2
O=C(/C=C/c1ccc(F)cc1)NC(=S)N1C[C@H]2C[C@H](C1)c1cccc(=O)n1C2
 : 0.6	-7	-17	-15	-1	13	0	-5	1
COCCCn1c(N)c(C(=O)NCc2ccco2)c2nc3ccccc3nc21
 : .	.	-13	-10	.	.	-9	.	4
Cc1cc(OCC(=O)NCC(O)c2ccccc2)c2c3c(c(=O)oc2c1)CCCC3 (stereo not drawn)
 : 0.5	0	-20	-25	-11	-1	-3	-1	2
CC(=O)O[C@H]1C(=O)[C@@]2(C)C([C@H](OC(=O)c3ccccc3)[C@]3(O)C[C@H](O)C(C)=C1C3(C)C)[C@]1(OC(C)=O)CO[C@@H]1C[C@H]2O (stereo partly drawn)
 : 0.3	-4	-10	-12	4	2	4	-14	0
CCN(CC)c1ccccc1
 : 0.3	-1	-4	-18	-5	-5	-5	-5	3
Cc1cc(N2C(=O)C3CCCN3C2c2sccc2C)no1 (stereo not drawn)
 : -0.2	-5	-7	-4	-7	4	2	-3	13
CCOc1ccc(-n2c(CC)nc3ccccc3c2=O)cc1
 : 0.3	0	-10	-7	-5	-1	0	-12	-1
CN1CCN(c2c(F)cc([N+](=O)[O-])c(N)c2Br)CC1
 : 0.8	-3	-10	5	-3	-5	3	-3	0
COC(=O)C1=C(c2c(C)noc2C)C[C@@H]2CC[C@H]1N2C(=O)NCC1CC1
 : -0.2	1	-3	18	-9	6	-4	-15	4
O=C1NC(=O)C(=Cc2ccc(-c3ccc(S(=O)(=O)N4CCOCC4)cc3)o2)C(=O)N1
 : 0.7	-5	4	-2	-4	8	-5	3	8
Cc1ccccc1N
 : 0.0	-1	-6	0	-10	11	0	5	1
CCC(=NC1CC1)c1c(O)n(-c2ccc(OC)cc2)c(=O)[nH]c1=O
 : 0.2	-3	-3	-4	0	6	-7	-5	6
O=C(Nc1ccccc1)c1cc([N+](=O)[O-])ccc1N1CCNCC1
 : 2.1	-11	-17	-2	-14	23	0	-5	2
C[N+]1(C)C2CC[C@H]1CC(OC(=O)C(CO)c1ccccc1)C2 (stereo partly drawn)
 : 0.4	-7	-4	-12	11	-1	2	100*	1
COc1ccc2c3c1O[C@H]1C(=O)CC[C@H]4[C@@H](C2)N(C)CC[C@]314
 : -0.5	-2	-1	2	-19	8	0	-23	1
COC(=O)C1=C(c2ccccc2OCc2ccccc2)C[C@@H]2CC[C@H]1N2C(=O)NCCN1CCOCC1
 : -0.7	-9	-25	5	4	-25	0	21	0
O=c1[nH]c(=O)n(-c2cccc3ccccc23)c(O)c1/C=N/N1CCCCC1c1cccnc1 (stereo not drawn)
 : 0.4	-6	-17	-1	-3	5	-12	-3	3
COc1ccc(N2C(=O)/C(=C/c3cccs3)C(=O)NC2=S)cc1
 : -0.4	-2	-13	1	-10	8	-4	-11	-2
C[N+](C)(C)CC1CCCC(C[N+](C)(C)C)C1=O (stereo not drawn)
 : 0.9	-1	.	1	-13	19	.	1	0
COC(=O)C1=C(c2ccc(OC(F)(F)F)cc2)C[C@@H]2CC[C@H]1N2C(=O)N1CCCC1
 : -0.2	-1	-22	17	13	-19	-9	2	3
Nc1c(C(=O)NCc2ccco2)c2nc3ccccc3nc2n1CCN1CCCCC1
 : 0.1	-14	3	-5	-9	13	-2	-4	-1
CNC(=O)N(C)c1nnc(C(C)(C)C)s1
 : 0.6	-4	8	-5	-3	1	-3	-6	5
FC(F)(F)c1ccccc1CNCCc1c[nH]c2ccccc12
 : 7.8	-4	-7	6	-17	-11	-6	1	4
C[C@]12C[C@@H](O)[C@H](O)CC1=CCC1C2CC[C@@]2(C)C1CC[C@@H]2O (stereo partly drawn)
 : 0.3	4	-7	19	1	2	-5	-4	13
O=C(CSC1c2ccccc2-c2ccccc21)N/N=C/c1ccccc1C(=O)O
 : 0.4	-11	5	1	-8	21	-10	-13	7

# Next section:
# Sequence of screens – CHO-K1 Ca ag	M1 ag	CHO parental Ca	TAAR1 antag	CHO-K1 Ca antag	M1 PAM parental	OXTR potentiate	M1 antag	TAAR1 ag
CCOc1ccc(CC2(CCc3ccncc3)C(=O)NC(=O)NC2=O)cc1
 : 0.0	0	-14	1	18	-9	0	-6	0
O=C(N/N=C/c1c(O)n(CCc2ccc(F)cc2)c(=O)[nH]c1=O)c1ccncc1
 : 0.0	0	-12	-25	-11	-14	-5	16	7
N#CC1c2ccccc2-n2nncc2CN1S(=O)(=O)c1ccccc1 (stereo not drawn)
 : 0.4	2	.	-21	0	-9	.	-14	2
COC(=O)C1=C(c2ccc(C(C)=O)cc2)C[C@@H]2CC[C@H]1N2C(=O)N1CCCCC1
 : 0.7	-8	-11	.	-9	19	2	-8	.
COc1ccc2[nH]cc(CCN)c2c1
 : 0.3	-4	-4	3	5	-4	-6	-4	5

# Molecules above containing a cyano group:
# Sequence of screens – CHO-K1 Ca ag	M1 ag	CHO parental Ca	TAAR1 antag	CHO-K1 Ca antag	M1 PAM parental	OXTR potentiate	M1 antag	TAAR1 ag
Cc1nn(Cc2ccccc2)c(C)c1C(=O)OCC(=O)Nc1ccccc1SCC#N
 : 1.7	-3	2	16	3	-9	1	4	18
N#CC1c2ccccc2-n2nncc2CN1S(=O)(=O)c1ccccc1 (stereo not drawn)
 : 0.4	2	.	-21	0	-9	.	-14	2
